# Bioassay records: PubChem BioAssay, several laboratories
# PostGolgi ctrl – inhibits growth of the yeast control strain; efflux-deficient yeast background strain, growth absorbance A615, 16 h; inhibition, % at 10 µM; actives 5% (n = 98,000); AID 738
# PTK2B oligo ant – antagonists of human Pyk2 oligomerization; Q293 cells, Pyk2 FERM NanoBiT luminescence; stronger effect = lower value; z-score (the deposit names both 25 µM and 10 µM); actives 0.83% (n = 99,000); Q14289;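 active = Z-score of -3 or lower, scaled per plate to the spread of control and sample wells; inactive = z-score above -3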;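 note: negative z-score means lost luminescence so less FERM oligomerization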
# LYP act – LYP (human) phosphatase activation; Q9Y2R2; recombinant LYP, DiFMUP fluorescence; 0 = plate median, 100 = signal doubled; activation, % at 2 µM; actives 0.11% (n = 96,000); AID 697;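 active = activation at 2 µM above a set limit, the mean plus 5 SD, cut at about 37% in these data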
# CYP2C9 act – increases human cytochrome P450 2C9 activity; actives 1.4% (n = 96,000); recombinant CYP2C9, luciferin-H conversion, luminescence; stronger effect = higher value; factor 1 = untreated enzyme, 0 = blocked; activation factor at 5 µM; AID 1024; P11712;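 active = activation factor of 2 or more for CYP2C9 at a 5 µM dose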;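 note: 0 = sulfaphenazole-blocked wells and 1 = vehicle-only wells; values of inactives mirror those of a sister screen read the other way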
# Target sequence (P11712 whole entry, looked up): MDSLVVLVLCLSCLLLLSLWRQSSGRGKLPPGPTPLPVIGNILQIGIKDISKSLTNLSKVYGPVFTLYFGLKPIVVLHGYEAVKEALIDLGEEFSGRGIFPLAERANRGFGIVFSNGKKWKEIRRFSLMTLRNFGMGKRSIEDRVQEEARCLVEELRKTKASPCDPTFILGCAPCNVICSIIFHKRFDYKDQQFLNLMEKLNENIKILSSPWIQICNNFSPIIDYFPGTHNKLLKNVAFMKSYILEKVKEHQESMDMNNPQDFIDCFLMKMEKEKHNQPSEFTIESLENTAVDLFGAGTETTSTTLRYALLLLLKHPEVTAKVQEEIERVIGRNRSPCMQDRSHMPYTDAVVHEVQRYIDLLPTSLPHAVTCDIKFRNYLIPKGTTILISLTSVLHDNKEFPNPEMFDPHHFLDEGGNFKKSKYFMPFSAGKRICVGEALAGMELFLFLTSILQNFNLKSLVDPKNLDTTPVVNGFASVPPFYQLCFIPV
# E coli WT exp – E. coli BW25113 growth inhibition, expanded screen. actives 0.15% (n = 98,000). growth inhibition, % at 100 µM. OD600 absorbance;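 active = growth inhibition above about 50% at one test dose, limit read from the data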;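 note: growth measured after 20 h incubation at 37 °C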
# PostGolgi yeast – growth inhibition of a yeast mutant, post-Golgi transport screen; post-Golgi transport phenotypic cell assay; inhibition, % at 10 µM; actives 0.9% (n = 98,000); AID 739;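 note: yeast cells grown in 1536-well plates; yeast grown about 18 h at 30C before absorbance read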
# CYP2C9 inhib – blocks human cytochrome P450 2C9 | P11712 | CYP2C9 Supersomes, luciferin-H conversion, luminescence | inhibition, % at 5 µM | actives 20% (n = 96,000);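 active = blocking of liver enzyme CYP2C9 beyond about 50% at 5 µM, limit read from the data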; note: values of inactives mirror those of a sister screen read the other way
# hDAT+cocaine – human DAT dopamine uptake with cocaine, either direction. Q01959. LLC-PK1 hDAT cells, [14C]-dopamine uptake with cocaine IC80; actives deviate in either direction. B-score at 10 µM. actives 1.3% (n = 110,000). AID 449768;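 active = Z score or B-score, a plate-position-corrected score, falls beyond the plate's 99.7% confidence bounds, in either direction; inactive = both scores lie inside the 99.7% bounds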;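 note: scored against the spread of the other compound wells on the same plate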
# Target sequence (Q01959 whole entry, looked up): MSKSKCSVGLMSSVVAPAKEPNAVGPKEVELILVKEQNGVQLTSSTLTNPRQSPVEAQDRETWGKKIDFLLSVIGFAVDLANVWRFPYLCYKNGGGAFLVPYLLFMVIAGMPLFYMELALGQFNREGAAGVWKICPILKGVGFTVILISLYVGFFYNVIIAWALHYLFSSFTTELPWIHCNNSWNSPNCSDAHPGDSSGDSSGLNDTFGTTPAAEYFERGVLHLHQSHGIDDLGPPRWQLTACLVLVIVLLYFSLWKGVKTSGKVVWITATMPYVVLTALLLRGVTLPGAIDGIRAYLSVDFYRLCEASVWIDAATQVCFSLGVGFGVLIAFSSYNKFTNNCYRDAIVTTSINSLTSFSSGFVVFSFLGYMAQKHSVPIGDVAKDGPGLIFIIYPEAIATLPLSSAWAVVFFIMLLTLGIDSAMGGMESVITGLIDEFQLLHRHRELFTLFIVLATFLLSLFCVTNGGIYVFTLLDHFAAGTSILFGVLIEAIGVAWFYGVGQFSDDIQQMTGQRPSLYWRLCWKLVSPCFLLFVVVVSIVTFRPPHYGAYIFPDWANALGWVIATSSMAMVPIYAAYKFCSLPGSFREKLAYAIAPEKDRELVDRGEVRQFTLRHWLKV
# PTPN22 inh 2 – blocks human PTPN22 phosphatase activity; recombinant LYP catalytic domain, DiFMUP fluorescence; actives 0.21% (n = 96,000); inhibition, % at 2 µM; Q9Y2R2;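 active = inhibition at 2 µM at or above a set limit, the screen mean plus 3 SD, cut at about 24% in these data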;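 note: 0% = DMSO with enzyme and 100% = enzyme fully blocked by orthovanadate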
# * hit, by the source's call; · = not tested or not shown. Cut-off read from the data, not from the text of the source, unless noted: active = inhibition above about 30%; inactive = the rest.
molecule	PostGolgi ctrl	PTK2B oligo ant	LYP act	CYP2C9 act	E coli WT exp	PostGolgi yeast	CYP2C9 inhib	hDAT+cocaine	PTPN22 inh 2
CCn1c(SCC(=O)Nc2cc(C)on2)nnc1-c1ccccc1	·	0.58	6	·	·	·	·	0.14	-7
Cc1cc(/C=N/NC(=O)c2cccc([N+](=O)[O-])c2)c(C)n1-c1ccc(Cl)cc1Cl	14	0.62	-14	1	-18	34*	-1	1.2	16
CCC(C#CCN1CCOCC1)(CC)OCCC#N	30	2.5	2	1.3	1	18	-27	-0.8	-3
CSC1=NCCN1C(=O)c1c(F)cccc1F	4	0.47	-4	0.9	0	-1	10	0.31	4
O=C(Nc1nncs1)c1ccccc1NS(=O)(=O)c1cccs1	0	-0.44	-2	0.2	6	-1	76*	-0.68	2
COc1cc(CNC2CCCC2)cc(Cl)c1OCc1ccccc1F	30	0.8	11	0.9	20	5	6	-2	-11
COc1ccc(C(=O)c2ccc(OC)cc2O)c(O)c1	7	-1.1	-6	1.2	-3	26	-15	0.7	3
CCOC(=O)c1c(N)nn(C(=O)C(C)C)c1-c1ccc(OC)cc1	13	-1.9	0	0.7	6	3	30	-0.91	3

# Next part; the last 3 above are carried over.
molecule	PostGolgi ctrl	PTK2B oligo ant	LYP act	CYP2C9 act	E coli WT exp	PostGolgi yeast	CYP2C9 inhib	hDAT+cocaine	PTPN22 inh 2
COc1cc(CNC2CCCC2)cc(Cl)c1OCc1ccccc1F	30	0.8	11	0.9	20	5	6	-2	-11
COc1ccc(C(=O)c2ccc(OC)cc2O)c(O)c1	7	-1.1	-6	1.2	-3	26	-15	0.7	3
CCOC(=O)c1c(N)nn(C(=O)C(C)C)c1-c1ccc(OC)cc1	13	-1.9	0	0.7	6	3	30	-0.91	3
Cc1onc(-c2ccccc2Cl)c1C(=O)Nc1cccc2cccnc12	33*	-1.4	-10	0.5	-6	0	46	0.28	7
CCCCc1c(C)c(C#N)c2nc3ccccc3n2c1Nc1c(C)n(C)n(-c2ccccc2)c1=O	5	-1.9	0	0.9	-4	2	13	0.0016	1
CS(=O)(=O)N(CC(=O)NCCSC1CCCCC1)c1ccc2c(c1)OCO2	15	0.05	2	0.4	1	1	56*	0.57	-6
COC(=O)c1sc(NC(=O)c2ccc(Cn3cc(Cl)cn3)o2)c(C#N)c1C	18	1.5	-8	0.3	-4	16	75*	0.074	6
CC(C)(C)n1nc2c(c1NC(=O)c1ccc(Br)o1)CS(=O)C2 (centres undefined)	11	-0.24	-2	0.9	-5	8	10	-0.22	2
Cc1[nH]c(=O)[nH]c(=O)c1/C=N/NC(=O)[C@@H](NC(=O)OC(C)(C)C)C(C)C	13	0.3	8	1	7	-36	2	-0.71	-2
CCC(=O)NCCc1nc2ccccc2n1Cc1ccc(C)cc1	-1	1.6	-8	0.7	4	-9	31	-0.24	10
CCOC(=O)C1=C(C)OC(N)=C(C#N)C1c1cc(OC)c2c(c1)OCO2 (centres undefined)	4	-0.45	0	0.3	1	-10	66*	0.51	-1

# Carrying on:
molecule	PostGolgi ctrl	PTK2B oligo ant	LYP act	CYP2C9 act	E coli WT exp	PostGolgi yeast	CYP2C9 inhib	hDAT+cocaine	PTPN22 inh 2
O=C(Oc1cccc(NC(=O)c2ccco2)c1)c1cccc(S(=O)(=O)N2CCCCC2)c1	6	0.43	10	1	-13	-3	4	-7.9*	-14
COc1ccc(-c2nnc(SCC(=O)NCc3ccco3)o2)cc1	-7	0.76	-8	1.3	2	-4	-30	-0.81	7
CCc1nc2ccc(C)cc2c(C(=O)NC2CCCCC2C)c1C (centres undefined)	5	0.09	5	0.3	2	2	71*	-1.1	0
OC1(c2ccc(Br)cc2)CCNCC1	4	0.18	0	0.9	0	13	6	-0.048	-1
CCc1ccc(OCCNC(=O)c2ccc(S(=O)(=O)N(C)C)cc2)cc1	13	0.75	7	0.8	5	5	22	0.34	-10
C=CCNCCCCOc1ccc(OCC)cc1	-2	-0.16	19	1	11	-13	4	-0.69	-19
CCc1cccc(NC(=O)Cn2ncn3c(cc4ccccc43)c2=O)c1	-6	-0.74	7	0.8	-21	-8	16	-0.3	-10
Cn1c(=O)[nH]c(=O)c2c1nc(NCCc1ccccc1)n2CC(O)COc1ccccc1 (centres undefined)	14	-0.04	6	0.8	-5	14	18	-1.8	-8

# (listing goes on)
molecule	PostGolgi ctrl	PTK2B oligo ant	LYP act	CYP2C9 act	E coli WT exp	PostGolgi yeast	CYP2C9 inhib	hDAT+cocaine	PTPN22 inh 2
COc1cccc(NC(=O)C2CCCN(S(=O)(=O)c3ccc(-n4cnnn4)cc3)C2)c1 (centres undefined)	1	0.26	·	0.9	-4	1	11	0.88	·
O=C(Cn1ccc2ccccc2c1=O)N1CCN(Cc2ccc3c(c2)OCO3)CC1	20	1.2	2	0.9	5	-2	12	0.55	-5
CCc1nc2ccccc2c(C(=O)OCCN2C(=O)c3ccccc3C2=O)c1C	23	-0.36	-6	0.4	-1	3	57*	0.44	8
O=C(C1CC1)N1CCN=C1SCc1ccccc1Cl	18	·	2	0.7	-1	5	27	-0.017	-5
Oc1ccccc1C1=NCCNC(C(F)(F)C(F)F)=C1	4	-0.21	-8	1.2	11	6	-20	2.2	10
COC(=O)c1sccc1NC(=O)c1ccc(Br)s1	1	-0.93	-6	1	-8	7	-4	-1.3	8
COc1ccc(C(=O)NCc2nnc(SCC(=O)Nc3cccc(C(F)(F)F)c3)o2)cc1OC	6	-0.74	0	1.2	2	-7	-18	-1.2	2
CNC(=O)CSc1nnc(COc2ccc(Cl)cc2)n1CCOC	15	0.43	6	0.8	-14	-4	22	-0.7	-9

# Other structures follow:
# Under each structure: PostGolgi ctrl, PTK2B oligo ant, LYP act, CYP2C9 act, E coli WT exp, PostGolgi yeast, CYP2C9 inhib, hDAT+cocaine, PTPN22 inh 2
- O=C(CCn1c(=O)oc2ccccc21)N(Cc1ccccc1)c1ccccn1
→ ·, 0.13, 0, ·, ·, ·, ·, -0.48, 0
- CCOC(=O)c1sc(SC)c(C(C)=O)c1C
→ 0, -0.02, 0, 0.9, 10, -5, 10, 0.096, 3
- CC(=O)c1ccc(N2CCN(C(=O)C3CCCN(S(=O)(=O)c4cnc[nH]4)C3)CC2)cc1 (centres undefined)
→ 3, 0.56, 1, 0.9, -5, 3, 12, -0.084, 2
- CC1(C)N(OCc2ccccc2)C(=O)C(=O)N(OCc2ccccc2)C1(C)C
→ 2, 0.33, 6, 1, -2, -4, 1, 0.59, -3
- c1ccc(-c2nnc(-c3ccccn3)nc2NC2CCCCC2)cc1
→ 87*, 0.56, -22, 0.5, 100*, 40*, 48, 0.18, 23
- COc1ccccc1/C=C/C(=O)NC(=S)Nc1ccc(S(=O)(=O)N(C)c2ccccc2)cc1
→ 4, 0.11, -9, 0.5, -12, 16, 45, 0.095, 12
- Cc1[nH]nc2c1C1(CCC3(CC1)OCCO3)C(C#N)=C(N)O2
→ 1, -0.27, 0, 0.9, 2, -3, 10, -0.91, -5
- CCOC(=O)C1CCN(CCC(=O)Nc2ccc(Cl)cc2)CC1
→ -3, 1, -7, 0.8, 4, 0, 17, -0.021, 8
- CC1(C)N(O)CC(c2cccs2)=[N+]1[O-]
→ 12, -0.1, ·, 1.1, 1, 2, -7, -0.42, ·
- CC(C)(CN1CCCCC1)NS(=O)(=O)c1ccc(Cl)cc1
→ 19, -0.28, -13, 1.1, 5, -9, -6, 0.66, 12
- Cc1csc(-c2cnn(-c3ccccc3)c2NC(=O)c2cccc(C(F)(F)F)c2)n1
→ 34*, -0.06, 8, 0.5, -1, 25, 48, -0.53, -11
- Cc1cccc2c1N(CCCOc1ccccc1)C(=O)C2=O
→ 4, 0.33, -1, 0.6, 7, -7, 43, -2.5, 3
- N#CC1=C2SCN(Cc3ccccc3)CN2C(=O)CC1c1ccccc1F (centres undefined)
→ 11, ·, -3, 0.4, 4, 9, 65*, -0.23, 1
- CCCN(Cc1ccccc1)C(=O)Nc1ccc2c(c1)nnn2C
→ 5, 0.1, 3, 0.6, -5, -5, 36, -0.62, -9
- Cc1nc2ccc(NC3=NCCCCC3)cc2s1
→ -7, 0.91, 1, 1, 3, 3, -3, 0.22, -3

# Next part.
# Under each structure: PostGolgi ctrl, PTK2B oligo ant, LYP act, CYP2C9 act, E coli WT exp, PostGolgi yeast, CYP2C9 inhib, hDAT+cocaine, PTPN22 inh 2
- O=C(Nc1c(C(=O)NCc2ccco2)cnn1-c1ccccc1)c1ccc(F)cc1
→ -3, 0.14, 10, 0.6, 1, -1, 42, 0.77, -12
- O=C(Cc1ccccc1)Nc1cccc(-c2nc3ncccc3o2)c1
→ 2, -1.3, -3, 0.8, -8, -1, 20, -0.73, 0
- COc1cc2ccccc2cc1C(=O)Nc1ccccc1N1CCN(S(C)(=O)=O)CC1
→ 38*, -0.45, -6, 0.5, -10, 19, 47, 0.18, 4
- COc1cc(C)c(N)cc1C(C)C
→ -5, -0.04, 21, 0.4, 11, -1, 57*, -0.68, -17
- CC(C)(C)NC(=O)c1ccc(Sc2ccccc2)c([N+](=O)[O-])c1
→ 8, -0.75, 2, 0.1, 2, 0, 92*, -0.013, 2
- O=C(O)c1ccccc1NS(=O)(=O)c1ccc2c3c(cccc13)C(=O)N2
→ 0, -0.37, ·, 0, -1, 2, 97*, -1.3, ·
- Cc1occc1C(=O)NCc1ccc2c(c1)OCO2
→ 2, 0.3, -14, 0.7, 7, 6, 26, 0.47, 11
- O=C(Cc1cccs1)Nc1cccnc1
→ -4, -0.21, 3, 0.9, -4, 6, 6, 0.0019, -2
- Cc1ccc(-c2nc(CS(=O)CC(=O)NCCN(CC(C)C)CC(C)C)c(C)o2)cc1 (centres undefined)
→ 3, 0.4, -3, 0.6, 9, -2, 39, 0.4, -1
- NC(=O)c1sc(=S)n(-c2ccc(Br)cc2)c1N
→ 11, ·, -7, 0.7, 8, 2, 25, -0.11, 4
- CCOC(=O)CN1C(=O)C(C)(C)Oc2ccc(C(=O)Nc3ccccc3OC)cc21
→ 10, -0.18, 5, 0.7, -8, 15, 32, 1.4, -10
- CCCOC(=O)C1[C@H]2C(=O)N(Cc3ccco3)C[C@]23C=C[C@H]1O3 (some centres undefined)
→ 0, 1.1, -2, 1, -1, -5, -1, 1, 0
- COc1ccc(NC(=O)CC(C)C)c([N+](=O)[O-])c1
→ -2, ·, -8, 1.3, -1, 24, -29, ·, 12
- Cn1c(=O)c2c(ncn2CC(=O)N2CCOCC2)n(C)c1=O
→ -7, 1, 5, 0.7, -7, 10, 27, 0.38, -8
- CC(C)(C)C(=O)Nc1nc2c(s1)COc1ccccc1-2
→ 12, ·, -2, 0.6, 11, -18, 37, 0.78, 2

# A stretch of the results above, for reference:
# Under each structure: PostGolgi ctrl, PTK2B oligo ant, LYP act, CYP2C9 act, E coli WT exp, PostGolgi yeast, CYP2C9 inhib, hDAT+cocaine, PTPN22 inh 2
- CCn1c(SCC(=O)Nc2cc(C)on2)nnc1-c1ccccc1
→ ·, 0.58, 6, ·, ·, ·, ·, 0.14, -7
- Cc1cc(/C=N/NC(=O)c2cccc([N+](=O)[O-])c2)c(C)n1-c1ccc(Cl)cc1Cl
→ 14, 0.62, -14, 1, -18, 34*, -1, 1.2, 16

# Additional compounds
# Under each structure: PostGolgi ctrl, PTK2B oligo ant, LYP act, CYP2C9 act, E coli WT exp, PostGolgi yeast, CYP2C9 inhib, hDAT+cocaine, PTPN22 inh 2
- CC1CCN(C(=O)c2ccc(NS(C)(=O)=O)cc2)CC1
→ 15, 0.29, -5, 1, 1, 0, -1, 0.19, 4
- Cn1ccnc1SCC(=O)c1cc2ccccc2o1
→ -6, -0.67, -12, 1, 5, 0, 2, -0.018, 10
- O=C(CSc1nnc(COc2ccccc2)o1)N1CCN(c2ccccc2)CC1
→ ·, 0.84, 7, ·, ·, ·, ·, 0.71, -15
- COCc1nnc(NS(=O)(=O)c2ccc([N+](=O)[O-])cc2)s1
→ -4, 0.36, 2, 0.2, -6, 11, 82*, 0.54, -2
- Cc1cc(OCC(=O)NCCCN(C)C)cc(C)c1Br
→ -3, -0.14, 1, 1.2, 8, -5, -23, -0.086, -2
